Screens as filed in PubChem BioAssay.
Hsp70 displacement – small molecules displacing fluorescent ligand from Hsp70 – biochemical, fluorescence polarization, primary screen (AID 583); 140,000 tested, 0.06% active; displacement, % at 20 µM, or IC50 in µM where a hit was titrated; Hsp70 fluorescence polarization probe displacement, mP; higher % means a stronger effect; in the data active means displacement above about 50%;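 further: plate controls were vehicle for no effect and reference ligand for full effect; a part of the inactive calls stands beside numbers as strong as those of hits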
Rat MKP-3 inhibitors – inhibition of rat DUSP6 enzyme activity – biochemical, in vitro, primary screen (AID 425); recombinant MKP-3 phosphatase activity, fluorescence; higher % means a stronger effect; inhibition, % at 20 µM, or IC50 in µM where a hit was titrated; 110,000 tested, 0.17% active; in the data active means inhibition above about 50%;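 further: plate controls were vehicle for no effect and reference inhibitor for full effect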
The depositor's hits bear a star; . = no result given; & = joins results of further samples.

SMILES | Hsp70 displacement | Rat MKP-3 inhibitors
O=C1/C(=C/c2c[nH]c3ccccc23)CCC/C1=C\c1c[nH]c2ccccc12 | -62% | 0%
Cc1cc(C)n(C(=O)CNC(=O)c2ccccc2Cl)n1 | -1.7% | 4%
Cc1cccc(-n2c(N)cc(=O)nc2SCC(=O)NC2CCCCC2)c1 | 0.6% | -3%
O=C(NCCCN1CCCC1=O)c1ccc2c(c1)OCO2 | 1.5% | -8%
CCOC(=O)c1[nH]c2ccc(F)cc2c1NC(=O)CCN1CCSCC1 | -3.0% | -5%
O=C(COc1ccc(S(=O)(=O)N2CCCC2)cc1)NCc1ccco1 | 2.0% | -3%
COC(=O)C(C)Sc1ccc2nnc(-c3ccc(F)cc3)n2n1 (configuration not stated) | -4.1% | -5%
O=C(CSc1ccccn1)Nc1ccccc1F | . | 4%
COc1ccc(C(C)=O)cc1N1C(=O)C=CC1=O | 0.8% | 7%
O=C1c2ccccc2C(=O)N1CCCc1nc2ccccc2c(=O)n1CCCn1ccnc1 | -32%&-4.0% | -12%&4%
COc1ccc(NC(=O)CN(c2ccc(OC)cc2)S(=O)(=O)c2ccc(C)cc2)cc1 | 2.5% | 4%
CNS(=O)(=O)c1cc(O)c2c(S(=O)(=O)NC)cc(S(=O)(=O)NC)cc2c1 | -4.1% | 2%
CC(C)NC(=O)c1c(NC(=O)c2cccs2)sc2c1CCCC2 | -6.5% | 4%
CC(C)(C)C1CCc2c(sc(NC(=O)C3CCCO3)c2C#N)C1 (configuration not stated) | 2.1% | 0%
CCCOc1ccc(C2C(=O)N(C3CCCCC3)CC(=O)N2C2CC2)cc1OC (configuration not stated) | -0.7% | 0%
CCCC(=O)Nc1cccc(NC(=O)c2ccccc2I)c1 | -0.1% | 3%
CCOC(=O)N1CCN(C(=O)CN(c2ccc3c(c2)OCO3)S(C)(=O)=O)CC1 | -1.5% | 0%
Clc1ccccc1-c1nnc2sc(-c3ccccn3)nn12 | 5.9% | 3%
COc1cc(/C=C2/SC(=S)N(CCC(=O)Nc3ccccc3C(F)(F)F)C2=O)cc(OC)c1OC | -11% | 4%
COc1cccc(NC(=O)C(=O)NCCN(C)C)c1 | 1.4% | 1%
Cc1cc(NC(=O)c2cc(Cl)ccc2Cl)ccc1NC(=O)c1ccco1 | -5.0% | 0%
Cc1cccc(N2CCN(Cc3c(C)n(C)n(-c4ccccc4)c3=O)CC2)c1C | 3.8% | 5%
Cc1ccc2nc(C3CCN(C(=O)c4ccco4)CC3)[nH]c2c1 | 1.2% | 0%
Cc1cc(=O)oc2cc(OCC(=O)N3CCOCC3)ccc12 | -0.4% | .
CSc1ccccc1NC(=O)Nc1cccc(Cl)c1Cl | 0.9% | .
CCOCC(=O)Nc1nc2ccc(OCC)cc2s1 | . | -6%
Cn1c(NC(=O)C(C)(C)Oc2ccc(Cl)cc2)cc(=O)n(C)c1=O | 3.1% | -9%
COCCOC(=O)c1ccc(NC(=O)c2ccc(C)c([N+](=O)[O-])c2)cc1 | -2.6% | 2%
O=C(NCc1ccco1)C1CCN(S(=O)(=O)c2cccc3cccnc23)CC1 | 0.2% | -5%
COc1ccc(NC(=O)[C@@H]2[C@@H]3C(=O)N(C4CCCCC4)C(=O)[C@@H]3C3c4ccccc4C=CN32)cc1 (some centres not stated) | -1.1% | 4%

Arranged by the number under Hsp70 displacement (rising): 3 of the compounds above
SMILES | Hsp70 displacement | Rat MKP-3 inhibitors
COc1cc(/C=C2/SC(=S)N(CCC(=O)Nc3ccccc3C(F)(F)F)C2=O)cc(OC)c1OC | -11% | 4%
COc1ccc(NC(=O)[C@@H]2[C@@H]3C(=O)N(C4CCCCC4)C(=O)[C@@H]3C3c4ccccc4C=CN32)cc1 (some centres not stated) | -1.1% | 4%
CCCC(=O)Nc1cccc(NC(=O)c2ccccc2I)c1 | -0.1% | 3%

(more compounds)
SMILES | Hsp70 displacement | Rat MKP-3 inhibitors
CCCNC(=O)OCC12COC(c3ccc4c(c3)OCO4)C(C(C)=CC1C)C2C (configuration not stated) | -3.1% | 2%
COc1cccc(-c2nnn(CC(=O)Nc3ccc(C)cc3C)n2)c1OC | -2.5% | -10%
CC(C)(C)c1ccc(S(=O)(=O)N2CC(=O)Nc3ccccc32)cc1 | -1.4% | .
COc1cccc2cc(C(=O)N3C(C)CCCC3C)c(=O)oc12 (configuration not stated) | -1.3% | .
COc1ccc(C(=O)N2CCN(C3CCCCC3)CC2)cc1 | -1.5% | 1%
CCCn1c(=S)[nH]c2cc(C(=O)N3CCCC(C(=O)OCC)C3)ccc2c1=O (configuration not stated) | 4.7% | 4%
CCC1CCCCN1c1nc(-c2ccncc2)nc2ccccc12 (configuration not stated) | . | 0%
Cn1c(=O)n(C)c2cc(S(=O)(=O)NCCO)ccc21 | 3.1% | .
O=C1CC(N2CCN(c3cccc(C(F)(F)F)c3)CC2)C(=O)N1c1ccc(F)cc1 (configuration not stated) | 5.5% | -10%
CC(C)Oc1ccc(CNC(=S)N/N=C/c2ccc([N+](=O)[O-])cc2)cc1 | -3.0% | .
CCOc1ccc(C(CC(=O)O)NC(=O)c2cccs2)cc1 (configuration not stated) | 2.1% | .
COC(=O)c1sc(N2C(=O)c3oc4ccccc4c(=O)c3C2c2cccs2)nc1C (configuration not stated) | 6.9% | .
Cc1nc2ncnn2c(C)c1CCC(=O)NCCCN1CCN(c2cccc(Cl)c2)CC1 | 2.7% | -5%
Nc1nc(C(=O)N2CCOCC2)nn1C(=O)c1ccc(Cl)cc1 | -5.3% | -13%
CCn1nc(C)c(/C=N/NC(=O)c2ccoc2C)c1C | -2.6% | .

In another format: 5 of the compounds above.
| compound | Hsp70 displacement | Rat MKP-3 inhibitors |
| --- | --- | --- |
| O=C1CC(N2CCN(c3cccc(C(F)(F)F)c3)CC2)C(=O)N1c1ccc(F)cc1 (configuration not stated) | 5.5% | -10% |
| CC(C)Oc1ccc(CNC(=S)N/N=C/c2ccc([N+](=O)[O-])cc2)cc1 | -3.0% | . |
| CCOc1ccc(C(CC(=O)O)NC(=O)c2cccs2)cc1 (configuration not stated) | 2.1% | . |
| COC(=O)c1sc(N2C(=O)c3oc4ccccc4c(=O)c3C2c2cccs2)nc1C (configuration not stated) | 6.9% | . |
| Cc1nc2ncnn2c(C)c1CCC(=O)NCCCN1CCN(c2cccc(Cl)c2)CC1 | 2.7% | -5% |

Going on with the list:
SMILES | Hsp70 displacement | Rat MKP-3 inhibitors
O=C1Nc2ccccc2CCC1Sc1nnc(-c2ccc(Cl)cc2)s1 (configuration not stated) | -2.1% | .
COc1ccc(S(=O)(=O)N2CCCC(C(=O)NCc3ccncc3)C2)cc1Cl (configuration not stated) | -0.1% | 2%
COc1ccccc1CC(=O)Nc1cccc(Br)c1 | 3.1% | 5%
COc1cccc(C2/C(=C(\O)c3c(C)nc4c(C)cccn34)C(=O)C(=O)N2CCCN(C)C)c1OC (configuration not stated) | -5.2% | -2%
COc1cccc(C2C(C#N)=C(N)OC3=C2C(=O)CCC3)c1OC(=O)c1ccco1 (configuration not stated) | -3.2% | -5%
O=S(=O)(NCc1ccccc1)c1ccc(Cl)cc1 | 0.3% | .
COc1ccccc1CNc1ncnc2c1cnn2-c1ccccc1 | . | -9%
O=C1NCCCC1C(=O)Nc1ccccc1C(F)(F)F (configuration not stated) | 1.8% | .
COc1cc(NC(=O)c2ccc(F)cc2)c(OC)cc1Cl | -3.4% | .
CCCCNC(=S)NNC(=O)c1csc(C)c1 | -0.2% | .
Cc1onc(-c2ccccc2)c1C(=O)Nc1ccc(S(=O)(=O)NC2=NCCCCC2)cc1 | -0.2% | 3%
CCCC(=O)N1c2ccccc2[C@@H](N(C(C)=O)c2ccccc2)C[C@H]1C | 4.6% | -11%
O=C1NC2(CCCCC2)N=C1c1ccccc1 | -0.6% | -3%
COc1ccc(CN2CC(C(=O)N3CCOCC3)CC2=O)cc1 (configuration not stated) | . | -6%
CCCCNS(=O)(=O)c1cccc(S(=O)(=O)N2CCCC2)c1 | 0.6% | -1%
O=C(c1cccs1)N1CCN(C(=O)C(c2ccccc2)c2ccccc2)CC1 | 3.8% | .
Cc1ccc(S(=O)(=O)N2CCC(C(=O)NCCCOC(C)C)CC2)cc1 | 1.2% | .
Cc1ccc(C(=O)CSc2nc3cc(C)c(C)cc3[nH]2)cc1 | 2.8% | 5%
Cc1nn2cc(-c3ccc(N)cc3)nc2s1 | . | 1%
Cc1ccc(S(=O)(=O)NC(=O)N2CCC(C)CC2)cc1 | -2.9% | -1%
CCOC(=O)C(CCC#N)(CCC#N)C(=O)OCC | -3.7% | -13%
CC(C)(C)OC(=O)N1CCOCCOCCNCCOCCOCC1 | -2.4% | .
CCn1c(C(Cc2ccccc2)NC(=O)COC)nc2ccccc21 (configuration not stated) | 1.5% | -2%
O=C(Nc1nc(-c2ccc([N+](=O)[O-])cc2)cs1)c1ccc(Cl)cc1 | -1.0% | 1%
CC(=O)Cc1nsc(NC(=O)c2cn(-c3ccccc3)nc2-c2ccc(Br)cc2)n1 | 4.7% | .
Cn1c(CN2CCCCC2)nc2cc(NS(=O)(=O)c3ccc(Cl)cc3)ccc21 | 2.0% | -8%
O=C(CSc1ccc(Cl)cc1)Nn1cnnc1 | -2.0% | -1%
CCCCOC(=O)CCc1c(C)[nH]c(=S)[nH]c1=O | -2.1% | .
Cc1ccc(NC(=O)c2ccc(C#Cc3ccccc3)cc2)cc1C | 7.1% | 3%
Cc1noc(C)c1S(=O)(=O)N1CCCC(C(=O)NCCc2ccccc2)C1 (configuration not stated) | -1.7% | 3%
Cn1c(SCC(=O)NC2CC2)nnc1-c1ccco1 | 4.0% | -3%
O=C(CN(c1ccccc1)S(=O)(=O)c1ccccc1)NCc1ccncc1 | 2.9% | -4%
CCc1ccccc1NC(=O)C(C#N)=C1CCCCCC1 | -6.5% | 2%
Cc1cccc(NC(=O)c2ccc3ccccc3n2)n1 | 3.3%&-5.8% | 4%&2%
Cn1c(C(=O)NC2CCCCC2)cc2sccc21 | 1.3% | -4%
COC(=O)C1=NNC2C(=O)N(c3cccc(C)c3C)C(=O)C12 (configuration not stated) | 5.1% | 0%
CN(C)c1ccc(C(=O)N2CCN(c3ccc(F)cc3)CC2)cc1 | 4.8% | -1%
CSc1ccc(C2NC(=O)CCC2[N+](=O)[O-])cc1 (configuration not stated) | 0.2% | 2%
O=C(NCc1ccco1)c1ccc(OCC2CCCO2)cc1 (configuration not stated) | 5.8% | -6%
CCn1c(SCc2nc3ccccc3s2)nc2cc(S(=O)(=O)N3CCOCC3)ccc21 | -5.7% | -2%
CCc1cc2c(=O)c(-c3nc4ccccc4[nH]3)coc2cc1OC(=O)N1CCOCC1 | 2.5% | -6%
Cc1cccc2nc(-c3cccc([N+](=O)[O-])c3)oc(=O)c12 | -1.8% | 5%
COc1cc(NC(C)=O)c(OC)cc1N=NC1=C(O)CC(C)(C)CC1=O | -5.8% | 3%
Cc1ccc(NC(=O)c2ccccc2)cc1F | -4.3% | -3%
COc1ccc(OC)c(NC(=O)CSC2=C(C#N)C(c3ccco3)C3=C(CCCC3=O)N2)c1 (configuration not stated) | -0.3% | -50%
CCNc1nc(NCC)nc(OCCOC(=O)c2ccccc2)n1 | 8.5% | 0%
CCOC(=O)CSc1nc2c(c(=O)[nH]c(=O)n2C)n1C/C=C(/C)Cl | 5.4% | -9%
COC(=O)CN(c1cc(Cl)cc(Cl)c1)S(C)(=O)=O | 4.7% | -5%
COCCCNC(=O)CC(NS(=O)(=O)c1ccc(OC)cc1)c1ccc(OC)cc1 (configuration not stated) | 5.4% | 1%
CSCCC(NC(N)=O)C(=O)NCC1CCCCC1 (configuration not stated) | 5.7% | -8%
C#CC(CO)N(CCN(Cc1ccccc1)C(C#C)CO)Cc1ccccc1 (configuration not stated) | -0.9% | -2%
CCOc1ccc2nc(SCC(=O)Nc3ncccn3)sc2c1 | 2.1% | -2%
COCC(C)n1c(SCc2ccc(C(=O)OC)o2)nc2ccccc2c1=O (configuration not stated) | -3.1% | 9%
CCOC(=O)c1ccccc1NC(=O)COC | 0.6% | -13%
Cc1ccc(N2CCN(C(=O)CN3C(=O)c4ccccc4C3=O)CC2)cc1 | 1.8% | .
COc1cc2c(cc1OC)CN(C(=O)CC1CC3CCC1C3)CC2 (configuration not stated) | . | 4%
Cc1nc(Nc2ncc3c(n2)CC(C)(C)CC3=O)nc2ccccc12 | 0.2% | -5%
Cc1nc(Nc2nc(C)c3ccccc3n2)[nH]c(=O)c1C | 1.9% | 0%
CCC(=O)Nc1sc2c(c1C(=O)Nc1ccccc1Cl)CCC(C)C2 (configuration not stated) | 6.7% | 0%
O=C1Nc2c(c(=O)[nH]c(=O)n2-c2ccccc2F)C(C(F)(F)F)(C(F)(F)F)N1 | -2.4% | .
CCn1c(Cc2ccccc2)nnc1SCC(=O)Nc1ccccc1N1CCOCC1 | -1.6% | .

Full records, looked up by structure. Screens in order: Hsp70 displacement, Rat MKP-3 inhibitors
Shown for CC(C)(C)C1CCc2c(sc(NC(=O)C3CCCO3)c2C#N)C1 (configuration not stated) : 2.1%, 0%
Shown for O=C1/C(=C/c2c[nH]c3ccccc23)CCC/C1=C\c1c[nH]c2ccccc12 : -62%, 0%

Not all compounds are listed. The share of hits here may be higher or lower than overall.
